GPR151 activ: activates the human receptor GPR151; PathHunter beta-arrestin GPR151 cells, luminescence; activation, % at 11.2 µM; hit rate 1% among 650,000; in the data active means activation above about 4.9%;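 further: 0% = median of compound wells and 100% = cells with positive control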
Target sequence (Q8TDV0 whole entry, looked up): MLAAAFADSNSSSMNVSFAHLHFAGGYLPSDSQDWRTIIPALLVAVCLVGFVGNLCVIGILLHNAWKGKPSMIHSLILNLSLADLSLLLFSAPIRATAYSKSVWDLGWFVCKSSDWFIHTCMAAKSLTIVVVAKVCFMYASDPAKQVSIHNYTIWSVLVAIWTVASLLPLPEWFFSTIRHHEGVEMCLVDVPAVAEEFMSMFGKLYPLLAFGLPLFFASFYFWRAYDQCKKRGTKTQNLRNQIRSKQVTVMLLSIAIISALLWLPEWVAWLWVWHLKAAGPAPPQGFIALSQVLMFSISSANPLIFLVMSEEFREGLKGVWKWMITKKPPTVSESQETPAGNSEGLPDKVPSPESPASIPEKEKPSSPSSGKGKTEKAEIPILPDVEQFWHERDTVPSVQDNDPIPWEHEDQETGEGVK
FBW7 activator: activators of human E3 ligase FBW7 | AlphaScreen FBW7–phospho-cyclin E peptide binding, activator screen | normalized activity (activation), % at 26.1 µM | hit rate 0.13% among 650,000 | AID 1259310; in the data active means normalized activity above about 1.9%;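 further: purified mutant Fbw7 with reduced substrate affinity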
MITF primary: blocks human microphthalmia-associated transcription factor | hit rate 0.91% among 650,000 | AlphaScreen MITF homodimerization, bead proximity signal | inhibition, % at 2.6 µM; in the data active means inhibition above about 50%;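 further: 0% = vehicle wells with protein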
Target sequence (O75030 whole entry, looked up): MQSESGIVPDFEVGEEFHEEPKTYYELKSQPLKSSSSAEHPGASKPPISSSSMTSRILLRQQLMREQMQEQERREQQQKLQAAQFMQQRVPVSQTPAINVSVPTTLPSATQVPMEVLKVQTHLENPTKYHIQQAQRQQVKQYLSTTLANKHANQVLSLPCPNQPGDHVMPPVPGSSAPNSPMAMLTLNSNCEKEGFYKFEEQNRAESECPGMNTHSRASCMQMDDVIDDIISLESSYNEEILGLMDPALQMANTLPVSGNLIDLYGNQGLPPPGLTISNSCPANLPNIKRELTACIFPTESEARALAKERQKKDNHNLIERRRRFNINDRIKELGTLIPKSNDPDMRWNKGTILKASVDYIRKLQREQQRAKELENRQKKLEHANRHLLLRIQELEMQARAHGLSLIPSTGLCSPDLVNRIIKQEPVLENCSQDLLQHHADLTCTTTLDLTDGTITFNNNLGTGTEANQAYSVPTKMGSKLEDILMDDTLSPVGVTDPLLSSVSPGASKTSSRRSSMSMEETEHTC
TEAD-YAP block: TEAD-YAP interaction inhibition; hit rate 1.4% among 640,000; inhibition, % at 9.12 µM; AID 1259422; HEK-TIYL cells, TEAD-Gal4/YAP UAS-luciferase luminescence; in the data active means inhibition above about 32%;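 further: 0% = median of test compound wells and 100% = reference inhibitor wells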
Active calls of the source: *.

molecule	GPR151 activ	FBW7 activator	MITF primary	TEAD-YAP block
Cc1ccc(C2Nc3ccc(C(=O)c4ccccc4)cc3NC3=C2C(=O)CC(C)(C)C3)o1 (stereo not drawn)	0.4	0.1	17	-42
CCCCN1C2=NCCCN2c2ccccc21	-0.1	-0.1	3	-4
Cc1ccc(C(=O)CSc2nnnn2C(C)C)c(C)c1	-0.3	-0.2	-7	0
Cc1ccccc1NC(=O)CSC1=NCCN1	-1.0	0.0	2	9
CCN1C(=O)CC(C(=O)Nc2ccc(Cl)cc2)SC1=Nc1ccc(Br)cc1 (stereo not drawn)	-0.8	-0.1	-4	-3
CCOc1ccc(-n2c(COc3ccccc3)nnc2SCC(=O)OC)cc1	0.9	-0.1	11	-29
Cc1cc(C(=O)N2CCOCC2)n(CC(=O)NCCc2ccc(F)cc2)n1	0.0	0.0	9	-6
OCC1(CCOc2ccccc2)CCN(Cc2cnc(N3CCCC3)s2)CC1	0.4	0.0	-5	-2

The list goes on.
molecule	GPR151 activ	FBW7 activator	MITF primary	TEAD-YAP block
Cc1sc2nc(C(C)C)n(C3CCN(C(=O)C(C)C)CC3)c(=O)c2c1C	0.4	0.0	6	-10
Cc1ccc([N+](=O)[O-])cc1N1C(=O)C2C(C1=O)C1(c3ccccc3)C(=O)C2(c2ccccc2)C(c2ccccc2)=C1c1ccccc1 (stereo not drawn)	-0.7	0.1	0	-4
FC(F)(F)Oc1ccc(Nc2nc(N3CCCCC3)nc(N3CCN(C45CC6CC(CC(C6)C4)C5)CC3)n2)cc1	-0.3	0.1	-2	11
O=C(NCCCc1ccccc1)C1CCN(C(=O)c2n[nH]c3ccccc23)CC1	0.7	0.0	-8	10
Cc1ccc(C)c(S(=O)(=O)NCCNc2cc(-n3cccn3)nc(C)n2)c1	0.5	0.1	-11	2
N[C@H]1CCC[C@@H](NC(=O)c2cccc(-n3cc(NC(=O)Cc4ccccc4)cn3)c2)C1	-1.4	0.0	16	-4
CN1c2ncccc2C(=O)NC12CCN(C(=O)CN1CCCCC1)CC2	-0.1	0.0	-2	9
CCCSc1nnc2c(n1)OC(c1ccccc1[N+](=O)[O-])Nc1ccccc1-2 (stereo not drawn)	0.6	0.0	18	-8

(further entries)
molecule	GPR151 activ	FBW7 activator	MITF primary	TEAD-YAP block
COc1cccc(OC)c1-c1cnc2c(NCc3ccco3)nccn12	-0.5	0.4	-1	-19
COC(=O)C1=C(C)N=c2s/c(=C/c3cccc([N+](=O)[O-])c3)c(=O)n2C1c1ccc(OC(C)=O)cc1 (stereo not drawn)	0.4	0.0	2	6
O=C(Oc1cccc(C(=S)N2CCCCC2)c1)c1ccc(Cl)cc1	0.3	-0.2	0	5
O=C1CCC(=O)N1OCCOc1ccc2c(c1)CCC2	-1.6	-0.1	-2	-16
CCc1ccccc1N1C(=O)NC(=O)/C(=C/c2ccc(O)c(OC)c2)C1=O	2.3	-0.5	-12	1
CCOC(=O)C1(CCc2ccccc2)CCN(C(=O)[C@@H]2C[C@@H](C)NC(=S)N2)CC1	-0.8	-0.3	6	-12
COc1ccc(NC(=O)c2ncoc2-c2cccs2)cc1NC(=O)c1cccs1	0.0	0.2	5	2
CCOc1cccc(OCCCCNCCCOC)c1	-1.0	-0.1	12	2

New compounds follow.
molecule	GPR151 activ	FBW7 activator	MITF primary	TEAD-YAP block
COc1ccc(Nc2oc(C)cc(=O)c2C(C)=O)cc1	-0.8	0.2	14	-6
CC(C)(C)CN1CCNC(=O)C1CC(=O)NCCCn1ncc2ccccc21 (stereo not drawn)	1.3	-0.2	-8	-3
O=C(NCc1ccc(F)cc1)c1cnc(N2CCCC2)nc1	0.1	-0.1	-6	2
COc1ccc2ccccc2c1/C=N/NC(=O)c1ccc(O)cc1	4.0	0.3	5	17
Cc1c(C(C)NC(=O)CCCN2CCCC2=O)cnn1-c1cccc2ccccc12 (stereo not drawn)	-0.1	0.0	11	3
O=C(NCCc1ccccc1)c1ccc2c(=O)n(Cc3ccc(Cl)cc3)c(=S)[nH]c2c1	-0.7	0.2	12	-1
CCOC(=O)c1sc2nc(SCc3ccc(Cl)cc3)n(CCc3ccc(OC)c(OC)c3)c(=O)c2c1C	3.8	0.4	1	-5
Cc1nn(CC(=O)NC(C)C23CC4CC(CC(C4)C2)C3)c(=O)c2cc3sccc3n12 (stereo not drawn)	0.2	0.0	2	-5

The list goes on.
molecule	GPR151 activ	FBW7 activator	MITF primary	TEAD-YAP block
CCC(=O)N1c2ccc(S(=O)(=O)N3CCCC3)cc2CC1C (stereo not drawn)	0.2	0.0	2	1
COC(=O)CNC(=O)CCCNC(=O)Cn1cnc2sc(C)c(C)c2c1=O	0.7	0.0	-2	-2
Cc1nnc(NC(=O)C2(NC(=O)Nc3ccccc3Cl)CCCCC2)s1	-1.3	0.8	19	-1
CCOC(=O)C1=C(C)N(C)C(=O)NC1c1cccc(Cl)c1Cl (stereo not drawn)	-0.4	0.2	26	-8
Cc1ccc(C)c(NC(=O)CC(NCCN)C(=O)O)c1 (stereo not drawn)	-0.4	-0.2	81*	5
O=C(O)CCC(=O)Nc1cccc(C(=O)Nc2ccc(Br)cc2)c1	-1.8	0.0	13	-4
O=C(NCC1CCCO1)C1CC(=O)N(C2CCCCCCC2)C1 (stereo not drawn)	-0.2	0.0	-6	12
Cc1ccc(NC(=O)CSCC(=O)NCCc2ccccn2)c(C)c1	-0.9	0.4	1	7

Other compounds follow:
molecule	GPR151 activ	FBW7 activator	MITF primary	TEAD-YAP block
Cc1ccc(S(=O)(=O)N(c2nc(N(C)C)nc(N(C)C)n2)n2cnnc2)cc1	0.9	-0.1	3	-6
COc1ccc(S(=O)(=O)CCc2ccncc2)cc1	1.9	0.1	-3	10
O=C(Cn1cc2c(n1)CCCC2)NCc1ccc(F)cc1	1.0	0.1	3	7
CCC(C)NC(=O)c1ccc2nc(-c3ccc(OC)c(OC)c3)c(-c3ccc(OC)c(OC)c3)nc2c1 (stereo not drawn)	1.0	0.1	-6	4
CCCC(=O)N(c1ccc2oc(C)c(C(=O)OCC)c2c1)S(=O)(=O)c1cccc([N+](=O)[O-])c1	-1.0	-0.1	-5	2
COC(=O)C(C)N1C(=O)S/C(=C/c2cc(Br)cc(OC)c2O)C1=O (stereo not drawn)	-2.1	0.0	1	-6
CN(Cc1ccccc1)C(=O)c1c[nH]c2ccc(S(=O)(=O)N3CCOCC3)cc2c1=O	-0.2	0.0	4	14
COCCNC(=O)COc1ccc(Br)cc1Cl	-1.1	0.0	3	-28

The list continues.
molecule	GPR151 activ	FBW7 activator	MITF primary	TEAD-YAP block
Cc1n[nH]c(=S)n1/N=C/c1cccc(Oc2ccccc2)c1	-0.6	-0.1	-3	-10
N#C/C(=C\c1ccc(-c2cc([N+](=O)[O-])ccc2Cl)o1)c1[nH]nc(N)c1C#N	-0.8	-0.1	-5	-11
CC(=O)N1N=C(c2cccs2)OC12CCCCC2	1.0	0.0	-5	-2
COCC(=O)N(C)C(Cc1ccc(F)cc1)C1CCN(C(=O)c2c(C)noc2C)CC1 (stereo not drawn)	2.2	0.0	0	0
CC(C)c1nnc2n1CCN(Cc1cccn1-c1ccc(Cl)cn1)CC2	-0.3	-0.1	-3	1
CC1=C(C(=O)OCCc2ccccc2)C(c2ccc(Cl)cc2Cl)CC(=O)N1 (stereo not drawn)	1.1	0.2	12	-12
O=S(=O)(NC1c2cccc3cccc(c23)C1Sc1ncn[nH]1)c1ccccc1 (stereo not drawn)	0.5	0.3	4	6
O=C(COC(=O)c1ccccc1NC(=O)c1ccco1)NCC(F)(F)F	-0.8	-0.1	-8	-1

A different layout for some results above:
The line under a structure holds: GPR151 activ, FBW7 activator, MITF primary, TEAD-YAP block
> N#C/C(=C\c1ccc(-c2cc([N+](=O)[O-])ccc2Cl)o1)c1[nH]nc(N)c1C#N
  -0.8, -0.1, -5, -11
> O=C(COC(=O)c1ccccc1NC(=O)c1ccco1)NCC(F)(F)F
  -0.8, -0.1, -8, -1
> O=S(=O)(NC1c2cccc3cccc(c23)C1Sc1ncn[nH]1)c1ccccc1 (stereo not drawn)
  0.5, 0.3, 4, 6

(list continues)
molecule	GPR151 activ	FBW7 activator	MITF primary	TEAD-YAP block
N#CCCN1CCN(c2ccc([N+](=O)[O-])cc2F)CC1	-0.6	0.3	12	14
NC(C(=O)N1CCN(C(=O)Nc2ccc3[nH]ncc3c2)CC1)c1cccc(Cl)c1 (stereo not drawn)	-1.3	0.2	-14	3
O=S(=O)(NCc1ccc(CNS(=O)(=O)c2ccccc2)cc1)c1ccccc1	0.2	0.0	0	16
CCCOc1ccc(C2C(C(=O)OC)=CN(CCOC)C=C2C(=O)OC)cc1	2.8	2.1*	-11	-8
Cn1c(=O)c2[nH]c(-c3ccccc3O)nc2n(C)c1=O	-1.0	-0.1	-3	7
O=C(Nc1c2c(nn1-c1nc3ccccc3s1)CCC2)c1cccs1	0.6	0.2	11	5
O=C(CCc1nnc(C2(c3ccc(Cl)cc3)CCC2)o1)NCCCN1CCCC1=O	1.4	0.0	13	2
COc1ccccc1CN(Cc1cc2cccc(C)c2n2nnnc12)C(=O)C1CC1	-0.8	0.2	1	6

Later entries:
molecule	GPR151 activ	FBW7 activator	MITF primary	TEAD-YAP block
CC(=O)c1cccc(-c2cnc3ccc(NCc4ccc(S(N)(=O)=O)cc4)nn23)c1	0.1	0.0	-16	-11
Cc1cccc(OCC(=O)Nc2ccc(N3CCN(C(=O)c4ccccc4)CC3)cc2)c1	3.9	-0.1	0	10
COc1cc(/C=N/NC(=O)COc2ccccc2C#N)ccc1OC(=O)c1ccco1	1.2	-0.1	-7	-4
Cc1cc2c(NCc3ccco3)ncnc2s1	1.2	0.3	12	18
O=c1[nH][nH]c(=O)c2cc(Oc3ccc([N+](=O)[O-])cc3)ccc12	0.6	-0.1	-11	-4
FC(F)(F)c1ccccc1CN1CCN(C2CCCCC2)CC1	-1.4	-0.2	69*	7
Cc1oc2c(c1CC(=O)O)C(=O)CC(C)(C)C2	-1.1	1.1	6	-7
O=c1c(=O)n(-c2cccc(Cl)c2)ccn1Cc1ccc(F)cc1	-2.7	-0.2	-2	8

More structures follow:
molecule	GPR151 activ	FBW7 activator	MITF primary	TEAD-YAP block
Cc1cc(C#N)c(C)n1-c1cc(C(F)(F)F)ccc1N1CCOCC1	-0.2	0.5	18	-7
COc1ccccc1N1CCN(C(=O)c2ccc3c(=O)n(Cc4ccco4)c(=S)[nH]c3c2)CC1	0.3	-0.1	11	-1
CCCCOc1ccc(Br)cc1C(=O)O	-0.8	-0.1	9	3
O=C(O)C1CCCN(S(=O)(=O)c2cccc(C(F)(F)F)c2)C1 (stereo not drawn)	0.7	0.1	-2	-1
C=CCn1c(SCCC)nc2c(c1=O)C1(CCCCC1)Cc1ccccc1-2	1.5	-0.1	9	1
CCOc1cccc2cc(C(=O)Nc3ccc(-n4c(C)nc5ccccc5c4=O)cc3C)c(=O)oc12	-0.1	0.1	4	-3
O=C(CS(=O)(=O)c1cccc2nsnc12)Nc1cccc(C(F)(F)F)c1	0.4	-0.1	1	7
Fc1ccccc1NC(=S)N(Cc1ccccc1)Cc1cccnc1	-0.5	-0.1	5	8

Other entries.
molecule	GPR151 activ	FBW7 activator	MITF primary	TEAD-YAP block
CCN(CC)C(=O)C1CCCN(c2nccc(Nc3ccc(N4CCOCC4)cc3)n2)C1 (stereo not drawn)	-0.9	0.1	4	7
Cc1cccc(N(C(=O)c2csnn2)C(C(=O)NC(C)(C)C)c2ccccc2)c1 (stereo not drawn)	1.2	-0.1	6	1
CN(C)S(=O)(=O)c1ccc(C(N)=O)cc1	-0.3	0.1	4	-9
COc1ccc(CC(=O)NCCS(=O)(=O)N2CCc3ccccc32)cc1OC	-1.2	0.1	-1	9
CCOc1ccc(/C=c2\sc3n(c2=O)C(c2ccccc2OC)C(C(C)=O)=C(C)N=3)cc1OC (stereo not drawn)	3.2	-0.1	4	10
Cc1ccc(Oc2ccc(N(C)C(=O)Nc3ccc(F)c(Cl)c3)cc2)nn1	-0.1	0.0	1	-11
CCCCOc1ccc(NC(=O)CSCC(=O)OCC)cc1	0.7	-0.1	-2	2
O=C(COc1ccccc1F)OCC(=O)c1ccc([N+](=O)[O-])cc1	4.2	-0.3	20	-17

By substructure: the entries above with two or more sulfur atoms (6)
molecule	GPR151 activ	FBW7 activator	MITF primary	TEAD-YAP block
COc1ccc(NC(=O)c2ncoc2-c2cccs2)cc1NC(=O)c1cccs1	0.0	0.2	5	2
CCOC(=O)c1sc2nc(SCc3ccc(Cl)cc3)n(CCc3ccc(OC)c(OC)c3)c(=O)c2c1C	3.8	0.4	1	-5
O=S(=O)(NC1c2cccc3cccc(c23)C1Sc1ncn[nH]1)c1ccccc1 (stereo not drawn)	0.5	0.3	4	6
O=S(=O)(NCc1ccc(CNS(=O)(=O)c2ccccc2)cc1)c1ccccc1	0.2	0.0	0	16
O=C(Nc1c2c(nn1-c1nc3ccccc3s1)CCC2)c1cccs1	0.6	0.2	11	5
O=C(CS(=O)(=O)c1cccc2nsnc12)Nc1cccc(C(F)(F)F)c1	0.4	-0.1	1	7

(continued)
molecule	GPR151 activ	FBW7 activator	MITF primary	TEAD-YAP block
O=C(NCc1cccs1)c1ccc(Cl)cc1[N+](=O)[O-]	1.0	0.0	-3	-4
CCCN(Cc1cccs1)C(=O)Nc1ccc(C)cc1	-2.5	0.1	2	-53
CCOC(=O)c1ccc2nc3c(cc2c1)CCS3	-0.7	0.1	8	-43
Cc1cc2nc(Nc3nc(-c4ccccc4)cc(=O)[nH]3)nc(C)c2cc1C	2.8	-0.3	-1	15
CC1CCC(C(=O)NC(C(=O)NCc2ccccn2)C(C)C)CC1 (stereo not drawn)	0.1	0.1	5	9
Cc1cccc2sc(NC(=O)c3sc4ncnc(N5CCN(c6ccccc6F)CC5)c4c3C)nc12	0.0	0.3	-6	-2
Cc1nc2nc(NCc3ccccc3)[nH]n2c(=O)c1C	-0.6	0.0	-3	-2
Cc1ccccc1OCC(=O)N1CCCC1	-0.6	-0.2	-6	9
CCOC(=O)c1c(-c2ccccc2)oc2ccc(OCc3ccccc3Cl)cc12	-2.3	0.2	11	0
